TRPV1 agonist – HTS Assay for Compounds that Act as Agonists of the Vanilloid Receptor 1; Transient receptor potential cation channel subfamily V member 1 (Homo sapiens), Q8NER1; TRPV1-expressing cells, Fluo-8 calcium influx, agonist mode; activation, % at 8.33 µM; 320,000 compounds, 0.19% hits; AID 540275, 2011; in the data active = activation above about 80%; inconclusive = between about 30% and that limit; also: 0% is about no effect
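Cells expressing TRPV1 were dye-loaded with Fluo-8 and read kinetically: 10 s baseline, 3 min after compound (agonist portion), then 2 min after EC20 capsaicin (allosteric enhancer portion). Calcium-bound dye fluorescence at 480/520 nm.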
Gal4-VP16 FLuc – VP16 counterscreen qHTS for inhibitors of ROR gamma transcriptional activity; 310,000 compounds, 3.5% hits; Potency, µM (top dose mostly 53.6 µM), inactives show at the top dose activity, negative = inhibition, actives largely listed as inhibitors; Drosophila S2 Gal4-VP16 UAS-luciferase, luminescence, 20 h; AID 2546, 2010;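 also: Gal4-VP16 expression switched on by copper sulfate through the metallothionein promoter; potency is read from the fitted curve at half-maximal effect; % is scaled to controls: 0 for no effect and ±100 for the full control effect; nearly all actives have a fitted effect of over 50% in size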
ELG1 genotoxic – qHTS screen for small molecules that induce genotoxicity in human embryonic kidney (HEK293T) cells expressing luciferase-tagged ELG1; HEK293T ELG1-luciferase reporter, luminescence, 16 h; Potency, µM (doses to about 46 µM), inactives show top-dose activity change, positive = activation, usual class: activators; 330,000 compounds, 1.3% hits; also: potency is read from the fitted curve at half-maximal effect; % of control where 0% means no effect; nearly all actives have a fitted effect of over 60% in size
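ELG1-luciferase HEK293T cells, 2,000/well; compound pinned in; 16 hr, 37 °C, 5% CO2; ONE-Glo, 30 min RT; luminescence on CCD imager.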
BRCA1 expr up – qHTS Assay to Identify Small Molecule Activators of BRCA1 Expression; MCF7-BRCA1-FFLuc reporter, luminescence, 48 h; response scale: scaled: vehicle 0%, 10 µM genistein 100%; Potency, µM (titrated, usually from 46.1 µM), for the others: at the top dose activation, actives largely listed as activators; 380,000 compounds, 1.1% hits; AID 624202, 2012; also: potency is read from the fitted curve at half-maximal effect; nearly all actives have a fitted effect of over 80% in size; some results filed as inactive show a strong effect at the top dose
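Reporter cells (MCF7, BRCA1 promoter-firefly luciferase) received library compounds across a concentration series for 48 h. End-point luminescence was measured and concentration-effect curves derived after normalization.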
Rab9 promoter act – qHTS Assay for Rab9 Promoter Activators. Huh7 Rab9 promoter-luciferase reporter, luminescence, 24 h. Potency, µM (highest dose often 9.22 µM), for the others: at the top dose activation, negative = inhibition, usual class: activators. 320,000 compounds, 2.8% hits; also: potency is read from the fitted curve at half-maximal effect; % of control where 0% means no effect; nearly all actives have a fitted effect of over 60% in size
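Stable Rab9-luc Huh7, 1500 cells/well, 2 h settle; cmpd in DMSO, 24 h, 37 °C/5% CO2; luciferase reagent 10 min RT; luminescence.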
RORgamma inh – qHTS for inhibitors of ROR gamma transcriptional activity; Nuclear receptor ROR-gamma (Mus musculus), P51450; Drosophila S2 Gal4-RORgamma UAS-luciferase reporter, 20 h; Potency, µM (titrated, usually from 53.6 µM), inactives show at the highest dose activity change, negative = inhibition, hits mostly inhibitors; 310,000 compounds, 5.4% hits; AID 2551, 2010; also: potency is read from the fitted curve at half-maximal effect; % is scaled to controls: 0 for no effect and ±100 for the full control effect; nearly all actives have a fitted effect of over 60% in size
Target sequence (P51450 whole entry, looked up, the tested form may be a part): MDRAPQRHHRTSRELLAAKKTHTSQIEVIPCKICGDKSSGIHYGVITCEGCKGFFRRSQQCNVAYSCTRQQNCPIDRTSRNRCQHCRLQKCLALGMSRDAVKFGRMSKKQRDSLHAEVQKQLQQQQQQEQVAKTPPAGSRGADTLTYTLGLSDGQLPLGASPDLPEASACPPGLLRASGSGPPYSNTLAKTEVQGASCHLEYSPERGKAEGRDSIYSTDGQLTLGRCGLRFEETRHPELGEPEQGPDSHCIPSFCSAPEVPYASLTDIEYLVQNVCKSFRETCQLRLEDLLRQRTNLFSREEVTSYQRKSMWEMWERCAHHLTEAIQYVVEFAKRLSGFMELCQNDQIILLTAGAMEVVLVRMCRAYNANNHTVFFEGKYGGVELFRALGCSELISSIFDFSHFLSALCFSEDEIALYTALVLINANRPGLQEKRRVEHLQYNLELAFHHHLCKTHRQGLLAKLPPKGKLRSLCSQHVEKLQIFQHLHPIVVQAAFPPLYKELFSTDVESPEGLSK
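Using a luciferase readout, inhibitors were identified by reduced reporter activity in Drosophila cells coexpressing a copper-inducible Gal4–ROR gamma fusion and UAS-driven Photinus luciferase, incubated 20 hr after 700 uM copper sulfate.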
p53 reactivation – qHTS assay for re-activators of p53 using a Luc reporter; H1299 p53-A138V BP100-luciferase reporter, luminescence, 24 h; AID 504706, 2011; Potency, µM (titrated, usually from 92.2 µM), for the others: at the highest dose activity change, positive = activation, most hits filed as activators; 320,000 compounds, 0.063% hits; also: potency is read from the fitted curve at half-maximal effect; % of control where 0% means no effect; nearly all actives have a fitted effect of over 45% in size
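p53-null H1299 cells stably carrying temperature-sensitive p53-A138V and a BP100-luciferase reporter were pinned with compounds (4-point, 1:5 series) and held 24 hrs at 37 deg C. Luminescence was read 10 min after detection reagent.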
Tb PFK block – qHTS Assay to Find Inhibitors of T. brucei phosphofructokinase; ATP-dependent 6-phosphofructokinase (Trypanosoma brucei brucei), O15648; T. brucei PFK, ADP-Glo luminescence; Potency, µM (titrated, usually from 57.5 µM), inactives show at the highest dose activity, negative = inhibition, actives largely listed as inhibitors; 330,000 compounds, 0.17% hits; AID 485367, 2010;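 also: potency is read from the fitted curve at half-maximal effect; 0% = uninhibited 1x PFK enzyme wells and -100% = no-enzyme wells; nearly all actives have a fitted effect of over 60% in size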
Target sequence (O15648 whole entry, looked up): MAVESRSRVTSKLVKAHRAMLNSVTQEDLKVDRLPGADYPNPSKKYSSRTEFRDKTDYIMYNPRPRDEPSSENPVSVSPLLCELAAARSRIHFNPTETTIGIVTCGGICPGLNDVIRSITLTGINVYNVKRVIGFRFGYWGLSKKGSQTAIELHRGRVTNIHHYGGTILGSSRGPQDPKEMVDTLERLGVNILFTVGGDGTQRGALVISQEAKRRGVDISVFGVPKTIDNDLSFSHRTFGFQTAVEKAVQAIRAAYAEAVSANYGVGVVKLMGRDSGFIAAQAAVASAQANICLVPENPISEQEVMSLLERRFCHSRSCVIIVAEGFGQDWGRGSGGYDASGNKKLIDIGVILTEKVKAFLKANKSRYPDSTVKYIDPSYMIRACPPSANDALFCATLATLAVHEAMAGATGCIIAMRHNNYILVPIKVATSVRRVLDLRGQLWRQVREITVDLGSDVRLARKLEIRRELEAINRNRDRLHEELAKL
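ADP-Glo luminescence quantified ADP after 45 min at room temperature, with 1.25 nM T. brucei PFK, 0.1 mM ATP and 0.5 mM fructose-6-phosphate in pH 8.0 TEA buffer. qHTS titrations up to 57 µM; curves classified by quality.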
FLuc counter – qHTS profiling assay for firefly luciferase inhibitor/activator using purifed enzyme and Km concentrations of substrates (counterscreen for miR-21 project). Potency, µM (doses to about 57.5 µM), for the others: top-dose activity change, negative = inhibition, most hits filed as inhibitors. purified FLuc, Km substrates, luminescence inhibition. 360,000 compounds, 6.9% hits. AID 588342, 2011;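 also: potency is read from the fitted curve at half-maximal effect; plate controls were vehicle for no effect and reference inhibitor for full effect; nearly all actives have a fitted effect of over 55% in size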
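Purified P. pyralis luciferase, 10 nM final, with Km-level 10 uM D-luciferin and 10 uM ATP in 50 mM Tris acetate pH 7.5, 10 mM Mg acetate, 0.01% Tween-20, 0.05% BSA; 6-point qHTS titration about 60 µM downward; luminescence read.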
NPC1 prom act – qHTS Assay for NPC1 Promoter Activators; 320,000 compounds, 2.4% hits; Huh7 NPC1 promoter luciferase reporter, 24 h; Potency, µM (series often up to 9.22 µM), inactives show top-dose activation, hits mostly activators;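 also: potency is read from the fitted curve at half-maximal effect; % of control where 0% means no effect; nearly all actives have a fitted effect of over 60% in size; reporter is driven by a mutant NPC1 promoter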
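Luminescence read-out of NPC1 promoter-driven luciferase in stably transfected Huh7 cells; compounds delivered in DMSO and left 24 h at 37C, 5% CO2, qHTS titration format.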
ELG1 repair inh – qHTS screen for small molecules that inhibit ELG1-dependent DNA repair in human embryonic kidney (HEK293T) cells expressing luciferase-tagged ELG1. HEK293T ELG1-luciferase reporter, luminescence, 16 h; DNA damage induced by 5-fluorouridine. Potency, µM (series often up to 46.1 µM), inactives show top-dose activity change, negative = inhibition, most hits filed as inhibitors. 330,000 compounds, 2.3% hits; also: potency is read from the fitted curve at half-maximal effect; % is scaled to controls: 0 for no effect and ±100 for the full control effect; nearly all actives have a fitted effect of over 55% in size
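Reporter activity after DNA damage by 5-fluorouridine is monitored. Compound-treated cells incubate 16 hr at 37 °C, then ONE-Glo is added for 30 min before luminescence reading.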
* = called active by the depositor; ? = inconclusive; . = not tested or not shown; [ ] = another dose, or the depositor's remark. Unless noted, calls follow the shape of the dose curve; as a rule, active = well fitted curve in the direction sought with a large enough effect; inconclusive = small, poorly fitted or top-dose-only effect, or another doubt; inactive = no such curve, though single readings can be large; an effect the other way counts as inactive or inconclusive.

Structure | TRPV1 agonist | Gal4-VP16 FLuc | ELG1 genotoxic | BRCA1 expr up | Rab9 promoter act | RORgamma inh | p53 reactivation | Tb PFK block | FLuc counter | NPC1 prom act | ELG1 repair inh
NS(=O)(=O)c1ccc(CCNC(=S)NC2CCCCC2)cc1 | 0.1 | 11.9% | 4.0% | -2.8% | -2.6% | 7.1% | 2.1% | 0.1% | 2.8% | -2.5% | 0.0%
O=C(NN=C1C2CC3CC(C2)CC1C3)c1cccc(S(=O)(=O)N2CCOCC2)c1 | ? | -2.3% | 1.9% | -7.7% | -6.2% | -7.1%[10 µM] | -6.3% | -3.1% | 5.6% | 1.6% | 12.1%
CCOC(=O)NC1(NCC(C)C)Oc2ccccc2O1 | 0.0 | 10.0% | -3.2% | -11.0% | -2.8% | -33.1% | 13.7% | -6.5% | 4.2% | -2.5% | ?
CC(C)c1ccc(NC(=O)C2CC(=O)N=C(N)S2)cc1 (configuration not stated) | -3.9 | -4.4% | -4.6% | 10.7% | 0.1% | 18.3% | 1.4% | -1.7% | 5.0% | 1.7% | 23.0%
COc1ccc(-n2c(SC3CCOC3=O)nc3ccccc32)cc1 (configuration not stated) | 6.2 | 1.0% | 0.4% | 13.5% | 0.5% | 3.6% | -6.7% | -6.2% | 7.0% | -3.4% | 16.3%
Cc1cc(C)c(S(=O)(=O)NCC(=O)NCc2cc(=O)n(C)c(=O)n2C)c(C)c1 | 1.7 | 1.5% | 0.0%[9.26 µM] | 3.3% | 0.3% | 3.5% | -0.2% | -3.3% | 0.7% | -3.9% | 10.7%
Cc1cc(OCC(=O)N2CCC[C@@H]2C(=O)O)c2c(C)c(C)c(=O)oc2c1 | -1.3 | -0.2% | 1.8% | -12.7% | 2.5% | -22.1% | . | 1.5% | -0.1% | -2.7% | 3.5%
O=C(COCC(=O)N1CCOCC1)N1CCOCC1 | -1.9 | 1.8% | 2.4% | 1.6% | 11.8% | 4.7% | -2.2% | -9.1% | -2.8% | -0.5% | ?
Cc1ccc(-c2nnn(CC(=O)NCC3COCCO3)n2)o1 (configuration not stated) | 0.5 | -5.3% | 2.2% | -12.8% | -6.1% | 14.7% | 0.5% | -2.1% | 6.9% | 1.7% | 12.8%
Cc1cc(C)c2[nH]c(C(=O)Nc3ccc(F)cc3Br)cc2c1 | -1.5 | ? | 5.0% | -17.8% | ? | ? | 13.2% | 1.7% | ? | ? | 17.7%
O=C(c1ccc(S(=O)(=O)Cc2ccccc2Cl)c([N+](=O)[O-])c1)N1CCOCC1 | 4.4 | -1.0% | -9.2% | -42.2% | -0.8% | -28.6% | -3.4% | -3.5% | 0.0% | -7.4% | -3.1%
O=C(Nc1cc2c(cc1C(=O)O)OCCCO2)c1ccc(C(F)(F)F)cc1 | -2.5 | -4.5% | 18.3µM* | 27.0% | 2.82µM* | ? | 11.1% | -0.2% | 13.5µM* | 3.98µM* | ?
CC(=O)c1c(C)[nH]c(C(=O)NNC(=O)COc2cc(C)ccc2C(C)C)c1C | . | . | 1.2% | -1.5% | . | . | 9.4% | -1.3% | . | . | 5.2%
CC(NC(=O)c1cc(=O)[nH]c2ccccc12)c1ccccc1 (configuration not stated) | 1.9 | 5.3% | -2.7% | 0.2% | -4.9% | -1.2% | 1.3% | -11.3% | -0.1% | -2.8% | -11.2%
O=C(Nc1cccnc1)/C(N=Nc1cccnc1)=C(\O)c1ccccc1 | 8.9 | -4.2% | -4.7% | -4.7% | -2.5% | ? | 7.3% | 1.7% | ? | -4.8% | ?
Cc1cc(NC(=O)CCC(=O)N(c2ccc(F)cc2)C(C(=O)NC2CCCC2)c2ccc(C)o2)no1 (configuration not stated) | 29.0 | 0.7% | -9.3% | -4.7% | -6.2% | 44.9% | -1.1% | -1.3% | 7.5% | -0.3% | ?
O=C(COc1ccc([N+](=O)[O-])cc1)Nc1cc(S(=O)(=O)N2CCCCC2)ccc1N1CCCCC1 | -5.8 | . | 1.1% | -23.9% | -6.4% | . | 6.5% | -7.8% | 3.0% | -5.9% | -10.8%
COc1ccc2c(c1)Cc1sc(NC(C)=O)nc1-2 | -4.5 | 25.6% | 8.2µM* | ? | 0.794µM* | 8.5% | 59.3% | -8.0% | 4.78µM* | 1µM* | ?
Cc1c(CCOC(=O)c2ccccc2)sc[n+]1CC(=O)c1ccc(Br)cc1 | -6.1 | -19.1% | -0.1% | -14.2% | 4.4% | -26.9% | 7.9% | -5.7% | -0.2% | 0.5% | -1.4%
Cc1cccc(OCc2nnc(NC(=O)Cc3cccs3)s2)c1 | 1.3 | -10.1% | 3.9% | -1.5% | -1.2% | -20.0% | 5.5% | -1.9% | 4.9% | -3.2% | -8.5%
Cc1ccc(S(=O)(=O)N(C)C)cc1-n1c(SCC(=O)Nc2ccc(F)c(F)c2F)nc2ccccc2c1=O | 4.1 | -7.9% | -1.1% | -41.2% | -7.3% | 31.0% | -10.3% | -3.6% | -1.8% | -6.9% | ?
CC(OC(=O)/C=C/c1ccccc1)C(=O)Nc1ccc2c(c1)OCCO2 (configuration not stated) | 15.6 | . | 1.1% | 13.1% | -3.7% | . | 11.7% | -2.2% | 0.3% | -0.1% | 6.7%
O=C(Cn1ccc2ccccc2c1=O)NCC(=O)N1CCN(c2ccc(F)cc2)CC1 | -0.5 | -14.3% | -1.1% | -1.5% | 0.0% | -22.8% | 0.4% | 0.8% | 0.9% | -2.2% | -13.1%
Cc1ccc(-n2ncc(C#N)c2/N=C/N(C)C)cc1 | 20.7 | -5.0% | . | 3.6% | . | 16.1% | . | . | 6.5% | . | .
COc1ccc(C2C(C(C)=O)=C(O)C(=O)N2C)c(OC)c1 (configuration not stated) | -4.5 | 4.4% | -0.1% | -3.6% | 0.0% | -13.4% | 0.2% | 3.7% | 4.9% | -12.6% | -0.7%
COc1ccc(NS(=O)(=O)c2cn(C)nc2C)cc1 | 1.7 | -0.5% | -7.7% | 2.3% | 4.6% | -0.5% | -5.8% | -2.2% | 3.7% | 0.6% | 0.1%
COC(=O)Nc1sc2c(c1C(=O)NC1CC1)CCCCCC2 | 1.9 | 2.0% | -1.4% | 1.1% | 2.4% | ? | -2.9% | 3.2% | 4.2% | 2.2% | -8.2%
O=C(CSc1nnc(COc2ccccc2Cl)o1)Nc1ccccc1 | 7.9 | . | 0.9% | 0.4% | -3.5% | . | 4.8% | -9.3% | ? | -2.0% | 9.3%
CCOC(=O)c1ccc(-c2c(-c3ccc(OC)cc3)oc(=O)c3cc(OC)c(OC)cc23)cc1F | 2.8 | . | -1.7% | 0.0% | -5.9% | . | 7.8% | -5.7% | -0.9% | -6.2% | ?
Cc1ccc(NS(=O)(=O)c2cccc(C(=O)O)c2)cc1S(=O)(=O)N1CCCCC1 | 2.2 | -2.9% | 0.0% | 0.0% | 2.1% | 4.1% | -8.7% | 4.3% | 4.0% | -3.7% | 8.9%
COC(=O)c1cc(S(=O)(=O)Nc2cccc(C)c2C)cn1C | 1.9 | 0.6% | -2.5% | 0.0% | -0.8% | 42.2% | 5.0% | -2.6% | 4.4% | 2.0% | -7.1%
Cc1cc(NC(=O)C2CC2)ncc1NC(=O)c1ccccn1 | 1.8 | -6.7% | ? | ? | 2.51µM* | 15.6% | 5.7% | -1.3% | ? | ? | ?
C/C(=N\NC(=O)C(O)(c1ccccc1)c1ccccc1)c1ccc(NC(=O)CCCC(=O)O)cc1 | 4.0 | -4.0% | 4.5% | 7.0% | 3.3% | -21.2% | -5.7% | 8.0% | -3.1% | 1.3% | 2.4%
O=C(COc1ccccc1F)NNC(=O)c1ccc(F)c(S(=O)(=O)N2CCOCC2)c1 | . | . | -0.5% | 1.3% | . | . | -0.5% | 1.6% | . | . | ?
CCOc1ccc(OCC)c(NC(=O)CN2CCN(c3cccc(C)c3)CC2)c1 | 12.9 | 1.6% | -5.2% | -45.2% | -8.5% | 15.3% | 1.7% | -6.0% | -0.2% | -8.9% | ?
COc1ccc(-c2cc(C(=O)OCC(=O)c3c(N)n(C)c(=O)n(C)c3=O)c3ccccc3n2)cc1 | 5.1 | -5.1% | 2.4% | 49.9% | 13.6% | 16.2% | 1.3% | 4.4% | 7.57µM* | -0.9% | 9.3%

Source: PubChem BioAssay (National Center for Advancing Translational Sciences (NCATS))
